GALK inh = galactokinase (human) inhibition. Potency, µM (top dose mostly 57.5 µM), for the others: at the top dose activity change, negative = inhibition, actives largely listed as inhibitors. 0.007% of 270,000 active. Purified GALK, Kinase-Glo residual ATP luminescence. AID 1868. P51570; further: potency means the concentration at half of the fitted maximal effect; on the % scale 0 is the no-effect control and ±100 the full control effect
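5 nM enzyme, 35 uM ATP, 100 uM galactose, 20 mM HEPES pH8.0, 5 mM MgCl2; 1 h RT; residual ATP by Kinase-Glo Plus luminescence, qHTS format.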
KCNH2 3.1 block = blocks the human KCNH2 3.1 channel isoform. U2OS KCNH2 3.1, thallium flux FluxOr; stronger effect = lower value. activity change, % (tested at about 1.8 µM). 0.95% of 340,000 active. AID 720553;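 active means maximum activity change below -70%; inconclusive means maximum activity change from -70% to -50%; inactive means maximum activity change above -50%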;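 further: thallium influx rate constant from kinetic fluorescence after stimulation buffer; on the % scale 0 is the no-effect control and ±100 the full control effect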
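Measured as rate of thallium-driven FluxOr signal in transduced U2OS cells carrying the 3.1 channel, read kinetically for 2 min upon stimulation; values are rate constants scaled to DMSO control wells.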
CXXC DNA block = inhibitors of human MLL CXXC domain-DNA interaction. Q03164. MLL-CXXC / FITC-HOXA9 DNA fluorescence polarization. Potency, µM (titrated, usually from 115 µM), without a hit: at the top dose activity change, negative = inhibition, actives largely listed as inhibitors. 0.037% of 290,000 active. AID 2662; active means well fitted inhibition curve with a large enough effect in the polarisation, with a control signal flat, not every such curve was filed as active; inconclusive means small, poorly fitted or top-dose-only effect, or effect the other way, or a change in a side signal; inactive means no such curve, though single readings can be large or run the other way; the % refers to the polarisation; further: potency means the concentration at half of the fitted maximal effect
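Fluorescence polarization: 7 uM MLL-CXXC (stock) preincubated 5 min with compounds, then 50 nM fluorescein-HOX-A9 DNA (stock) added; 30 min ambient. Buffer 50 mM Tris-HCl pH 7.5, 50 mM NaCl, 1 mM DTT, 0.05% BSA.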
Integrin act MD = activators of alpha7 integrin expression for muscular dystrophy; alpha7betagal myoblasts, beta-gal FDG fluorescence, 48 h; Potency, µM (series often up to 38.3 µM), for the others: top-dose activation, usual class: activators; 0.064% of 350,000 active;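 further: potency means the concentration at half of the fitted maximal effect; 100% = response of the positive control SU9516; nearly all actives have a fitted effect of over 60% in size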
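alpha7betagal+/- myoblasts (passage 13, 250/well) treated 48 h at 37C with compounds at 1:260 dilution of DMSO stock. Lysed, then beta-galactosidase activity read as FDG fluorescence (ex 480/em 540) after 30 min, with pre-read for autofluorescence.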
hERG WT inh = KCNH2 (human, wildtype) channel inhibition; Q12809; U2OS, BacMam KCNH2, thallium flux FluxOr; stronger effect = lower value; activity change, % at 1.84 µM; 0.37% of 340,000 active; AID 720551;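 active means maximum activity change below -70%; inconclusive means maximum activity change between -70% and -50%; inactive means maximum activity change above -50%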; further: on the % scale 0 is the no-effect control and ±100 the full control effect
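U2OS cells transduced with wild-type KCNH2 virus are loaded with FluxOr dye for 45 min, and thallium flux is measured in kinetic reads before and after stimulation buffer. Rate constants are normalized to DMSO controls.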
AT treatment = candidate therapy for ataxia-telangiectasia; […] A-T fibroblasts, KAP-1 phosphorylation AlphaLISA; neocarzinostatin DNA damage 30 min before lysis; AID 485349; 0.19% of 320,000 active; Potency, µM (titrated, usually from 57.5 µM), inactives show at the highest dose activation, most hits filed as activators; further: potency means the concentration at half of the fitted maximal effect; % of control where 0% means no effect; nearly all actives have a fitted effect of over 45% in size
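hTERT-immortalized A-T patient fibroblasts ([…]), 500 cells/well in OPTI-MEM, 1% FBS, got compounds for 60 min, then NCS for 30 min at 37C. Lysates were then assayed for phospho-KAP-1 by AlphaLISA (anti-pKAP1 donor, anti-KAP1 acceptor beads), 6 hr at 25C.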
MBNL1-CUG inh = blocks human MBNL1 binding to CUG repeat RNA; 0.036% of 280,000 active; AID 2675; TR-FRET MBNL1-His/biotin-(CUG)12 binding, 665/545 ratio; Potency, µM (titrated, usually from 57.5 µM), without a hit: at the top dose activity change, negative = inhibition, actives largely listed as inhibitors; active means well fitted inhibition curve with a large enough effect in the signal ratio, with a control signal flat, not every such curve was filed as active; inconclusive means small, poorly fitted or top-dose-only effect, or effect the other way, or a change in a side signal; inactive means no such curve, though single readings can be large or run the other way; the % refers to the signal ratio; further: potency means the concentration at half of the fitted maximal effect; on the % scale 0 is the no-effect control and ±100 the full control effect
Target sequence (Q9NR56 whole entry, looked up): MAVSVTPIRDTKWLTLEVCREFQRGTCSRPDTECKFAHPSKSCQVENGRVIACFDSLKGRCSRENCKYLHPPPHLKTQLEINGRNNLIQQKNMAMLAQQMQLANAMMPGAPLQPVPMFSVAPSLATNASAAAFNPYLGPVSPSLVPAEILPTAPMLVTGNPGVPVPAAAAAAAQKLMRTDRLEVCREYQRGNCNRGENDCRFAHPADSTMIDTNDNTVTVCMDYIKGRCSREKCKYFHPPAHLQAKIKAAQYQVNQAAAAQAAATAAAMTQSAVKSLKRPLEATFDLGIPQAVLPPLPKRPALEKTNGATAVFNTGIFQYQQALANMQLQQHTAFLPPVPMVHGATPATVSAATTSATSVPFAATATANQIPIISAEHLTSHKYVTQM
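Inhibition of protein-RNA binding appears as loss of TR-FRET between terbium anti-His antibody on MBNL1-His and streptavidin-XL665 on biotin-(CUG)12. Activity is normalized to buffer-only and uninhibited-complex controls.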
Coupling enz = coupling enzyme interference in Giardia aldolase counter-screen. coupling enzyme system counterscreen, AmpLite Red fluorescence. activity change, negative = inhibition, % at 58.2 µM, hits read low. 0.67% of 290,000 active; in the data active means activity change below about -30%; further: on the % scale 0 is the no-effect control and ±100 the full control effect
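Counterscreen lacking aldolase: glyceraldehyde-3-phosphate coupling-enzyme reagent preincubated 10 min at RT with compound (at 57.5 uM final), then substrate/coupling system with AmpLite Red added; fluorescence read at 525/598 nm after 20 min RT.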
TRPV1 agonist = activates the human vanilloid receptor TRPV1. 0.19% of 320,000 active. AID 540275. Q8NER1. TRPV1-expressing cells, Fluo-8 calcium influx, agonist mode. activation, % at 8.33 µM; in the data active means activation above about 80%; inconclusive means between about 30% and that limit; further: 0% is about no effect
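Fluo-8 calcium influx in TRPV1-expressing cells, kinetic read (ex 480/em 520 nm). Compound added and read 3 min for agonist activity, followed by capsaicin at EC20 final and 2 min further read for enhancement.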
S-ASM inh = blocks human secretory acid sphingomyelinase; P17405; placental ASM, HMU-PC fluorogenic substrate, 60 min; Potency, µM (highest dose often 57.5 µM), inactives show top-dose activity change, negative = inhibition, actives largely listed as inhibitors; 0.006% of 340,000 active; AID 504937; further: potency means the concentration at half of the fitted maximal effect
Target sequence (P17405 47-631 limits assumed): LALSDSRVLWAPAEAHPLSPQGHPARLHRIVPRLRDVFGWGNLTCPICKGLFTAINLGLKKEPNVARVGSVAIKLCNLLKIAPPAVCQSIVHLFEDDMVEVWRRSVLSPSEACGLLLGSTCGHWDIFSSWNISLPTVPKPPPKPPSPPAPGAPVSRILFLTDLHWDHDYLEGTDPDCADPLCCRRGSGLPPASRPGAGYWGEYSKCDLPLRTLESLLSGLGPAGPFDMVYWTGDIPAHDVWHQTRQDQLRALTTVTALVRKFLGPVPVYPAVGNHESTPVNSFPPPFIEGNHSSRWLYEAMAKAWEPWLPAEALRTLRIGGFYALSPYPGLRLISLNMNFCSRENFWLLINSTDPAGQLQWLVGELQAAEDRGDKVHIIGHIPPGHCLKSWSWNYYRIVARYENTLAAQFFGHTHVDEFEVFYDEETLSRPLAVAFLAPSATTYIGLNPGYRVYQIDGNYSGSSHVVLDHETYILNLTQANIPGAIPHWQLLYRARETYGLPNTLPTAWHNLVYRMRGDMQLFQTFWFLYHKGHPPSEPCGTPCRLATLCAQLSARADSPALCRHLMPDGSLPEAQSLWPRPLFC
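Fluorogenic HMU-PC substrate (9 uM final) is turned over by placental ASM in 60 min at 37 C after a 10 min compound preincubation. Reaction ended by alkaline stop (pH 10), with fluorescence read at 386/447 nm.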
* marks the source's active call; other numbers are inactive results; ? = inconclusive; . = no result given; & = joins results of further samples; [ ] = dose if it differs, or a comment. Unless noted, the call rests on the fitted dose curve; in most records, active means well fitted curve in the direction sought with a large enough effect; inconclusive means small, poorly fitted or top-dose-only effect, or another doubt; inactive means no such curve, though single readings can be large; an effect the other way counts as inactive or inconclusive. These rows are one share of the data; rates above refer to the full screens.

SMILES	GALK inh	KCNH2 3.1 block	CXXC DNA block	Integrin act MD	hERG WT inh	AT treatment	MBNL1-CUG inh	Coupling enz	TRPV1 agonist	S-ASM inh
Cc1nnc(SCc2nc3ccccc3c(=O)n2-c2ccccc2Cl)n1N	-1%	7	2%	0%	2	2%	-3%	0	0	2%
CN1CCC(n2nccc2N)CC1	-5%	5	7%	5%	5	-3%	-3%	2	0	-2%
O=C(CCc1nc(-c2ccccc2F)no1)N1CCC2(CC1)OCCO2	-1%	-2	-19%	27%	0	-3%	-1%	-1	1	1%
O=C(O)COc1ccccc1/C=C1\C(=O)NC(=O)N(CCC2=CCCCC2)C1=O	1%	-5	-20%	-30%	-14	10%	-3%	1	1	2%
CCN1CCN(C(=O)Cc2c(C)n(C(=O)c3ccc(Cl)cc3)c3ccc(OC)cc23)CC1	-1%	3	16%	-32%	5	-3%	-5%	-1	2	-3%
O=C(Cc1ccccc1)Oc1cccc(N2C(=O)CCC2=O)c1	9%	-18	62%[activator]	1%	-1	8%	-15%	2	-1	6%
CCCCn1c(O)c(C(C)=NCCN2CCCCC2)c(=O)[nH]c1=O	5%	19	-5%	-6%	-1	3%	3%	2	-2	4%
O=C1NC(=S)NC(=O)C1C1CCCCC1	-3%	-2	-12%	15%	-23	0%	-11%	5	-2	2%
O=c1[nH]c(=S)n(-c2ccccc2F)c(O)c1C=NCc1ccco1	1%	3	12%	6%	-3	-4%	.	0	0	8%
CN(C)C(=O)Oc1ccc2c(=O)c(Oc3ccccc3Br)coc2c1	.	10	10%	-20%	0	-4%	-6%	-1	-2	-1%
O=c1c2ccccc2nc(/C=C/c2ccc(F)cc2)n1-c1ccccn1	-1%	4	-10%	-24%	5	-7%	8%	0	0	59%[activator]
COC(=O)C1=C(c2ccc(F)cc2OCc2ccccc2)C[C@@H]2CC[C@H]1N2C	.	0	.	12%	5	-9%	.	.	6	1%
COC12CCC3(CC1C(C)(O)C(C)(C)C)[C@H]1Cc4ccc(OC5OC(C(=O)O)[C@@H](O)C(O)[C@H]5O)c5c4[C@@]3(CCN1CC1CC1)C2O5 (some centres undefined)	.	14	.	.	-3	0%	.	.	.	2%
O=C(C/C=N\OCc1ccc([N+](=O)[O-])cc1)Nc1ccc(F)cc1F	2%	-4	-8%	-16%	-9	-1%	?	1	6	0%
COc1cc(OC)c(OC)cc1CNCCc1ccc(F)cc1	8%	-5	?	0%	4	7%	-6%	-3	-5	1%
O=C1C(=O)N(c2ccccc2)P(=O)(N(CCCl)CCCl)N1c1ccccc1	.	-2	.	-22%	-5	.	.	.	.	-1%
CCN(CC)CCCC(C)N=C(c1ccccc1)c1c(O)n(C)c(=O)n(C)c1=O (centres undefined)	3%	-3	-5%	-27%	5	7%	12%	0	0	3%
CC(C)NP(=O)(NC(C)C)OP(=O)(NC(C)C)NC(C)C	.	-1	-4%	.	-15	-10%	.	.	1	-6%
Cc1ccccc1-n1c(O)c(/C=N/c2nccs2)c(=O)[nH]c1=O	-2%&1%	-2	12%&7%	-1%&21%	5&17	1%&1%	?	0&-2	2&-5	4%&0%
CCOC(=O)C1(CCc2ccccc2)CCN(C(C)CSC)CC1 (centres undefined)	.	-35	.	-6%	9	.	.	.	.	0%
COc1ccccc1OCC(=O)N1CCCC(N2CCN(c3ccc(F)cc3)CC2)C1 (centres undefined)	-4%	2	1%	-11%	19	11%	0%	.	2	0%
C=CCn1c(O)c(C(C)=NCCC(c2ccccc2)c2ccccc2)c(=O)[nH]c1=O	0%	-44	4%	14%	0	10%	2%	-2	17	-21%
Cc1ccc(C2CC(=O)C(C=NCCN3CCN(C(=O)Cc4ccccc4)CC3)=C(O)C2)cc1 (centres undefined)	2%	-7	-7%	38%	13	1%	-4%	1	0	3%
COc1cc2c(c(OC)c1OC)-c1ccc(O)c(=O)cc1[C@@H](N)CC2	.	-8	.	-23%	-7	-8%	.	.	0	1%
CCOc1cc2c(cc1OCC)-n1cccc1C(c1ccccc1OC)NC2 (centres undefined)	.	-5	3%	-25%	-4	-7%	-4%	1	6	20%

Reprinted at random: 6 records from the list.
SMILES	GALK inh	KCNH2 3.1 block	CXXC DNA block	Integrin act MD	hERG WT inh	AT treatment	MBNL1-CUG inh	Coupling enz	TRPV1 agonist	S-ASM inh
COc1cc(OC)c(OC)cc1CNCCc1ccc(F)cc1	8%	-5	?	0%	4	7%	-6%	-3	-5	1%
O=c1c2ccccc2nc(/C=C/c2ccc(F)cc2)n1-c1ccccn1	-1%	4	-10%	-24%	5	-7%	8%	0	0	59%[activator]
O=C1NC(=S)NC(=O)C1C1CCCCC1	-3%	-2	-12%	15%	-23	0%	-11%	5	-2	2%
CN1CCC(n2nccc2N)CC1	-5%	5	7%	5%	5	-3%	-3%	2	0	-2%
Cc1ccc(C2CC(=O)C(C=NCCN3CCN(C(=O)Cc4ccccc4)CC3)=C(O)C2)cc1 (centres undefined)	2%	-7	-7%	38%	13	1%	-4%	1	0	3%
CCCCn1c(O)c(C(C)=NCCN2CCCCC2)c(=O)[nH]c1=O	5%	19	-5%	-6%	-1	3%	3%	2	-2	4%

The listing picks up, repeating the 2 entries before the break.
SMILES	GALK inh	KCNH2 3.1 block	CXXC DNA block	Integrin act MD	hERG WT inh	AT treatment	MBNL1-CUG inh	Coupling enz	TRPV1 agonist	S-ASM inh
COc1cc2c(c(OC)c1OC)-c1ccc(O)c(=O)cc1[C@@H](N)CC2	.	-8	.	-23%	-7	-8%	.	.	0	1%
CCOc1cc2c(cc1OCC)-n1cccc1C(c1ccccc1OC)NC2 (centres undefined)	.	-5	3%	-25%	-4	-7%	-4%	1	6	20%
Nc1nonc1C(=O)N/N=C/c1ccc([N+](=O)[O-])o1	-2%	22	9%	-42%	2	-6%	?	-15	8	-4%
COc1cc(/C=C2\C(=O)NC(=O)N(c3ccccc3)C2=O)cc(OC)c1O	-2%	11	1%	?	0	-6%	9%	-33*	-3	0%
O=C(N/N=C/c1c(O)n(C2CCCCC2)c(=S)[nH]c1=O)c1ccccc1	2%	2	5%	4%	-2	-4%	-12%	0	23	28%
O=c1[nH]c(O)c(C=NCCc2ccccc2)c(=O)[nH]1	2%	-29	4%	?	-5	7%	-12%	6	2	-2%
O=C1NC(=S)NC(=O)C1c1ccccc1	.	-6	.	3%	-7	.	.	.	.	2%
C/C(=N\OC(=O)NC(C)C)c1sc(-c2ccccc2)nc1C	2%	-2	-7%	-8%	5	-1%	?	1	8	-6%
CCN1CCN(C(=O)COc2ccc3oc4c(c3c2)CCCC4)CC1	.	-10	.	-20%	14	0%	.	.	.	5%
Fc1ccc(CNCCc2ccc3c(c2)OCO3)cc1	-4%	27	-5%	-6%	10	-9%	-2%	1	0	1%
Nc1ccccc1C(=O)c1ccccc1	2%	11	6%	12%	-4	7%	-9%	1	3	-4%
N/C(=N\[N+](=O)[O-])N/N=C/c1ccc(O)cc1	-1%	4	1%	-9%	0	0%	11%	1	.	-5%
CC(C)CCn1c(N2CCN(c3cccc(Cl)c3)CC2)nc2c1c(=O)[nH]c(=O)n2C	1%	-13	-5%	18%	-4	-1%	-3%	5	-1	?
Cc1nn(Cc2ccccc2)c(Cl)c1C(=O)Nc1ccc(OC(F)(F)F)cc1	1%	-8	-6%	-13%	-14	-9%	-3%	-1	?	-3%
C[C@]12C[C@H](O)[C@@H](O)CC1=CCC1C2CC[C@@]2(C)C1CC[C@@H]2O (some centres undefined)	.	17	.	12%	-2	4%	.	.	.	1%
CCOC(=O)C1(Cc2ccc(Cl)cc2)CCN(C(C)CCn2cccn2)CC1 (centres undefined)	0%	-115*	17%	-4%	-91*	7%	-16%	0	11	-1%
C=CCn1c(O)c(C(C)=NCc2cc(OC)cc(OC)c2)c(=O)[nH]c1=O	1%	8	-2%	-39%	-7	.	-15%	6	-6	-1%
CCOC(=O)C1(CCOc2ccccc2)CCN(Cc2ccc(C)s2)CC1	1%	-84*	-4%	-44%	-94*	2%	-1%	-1	12	0%
Cc1cc(/C=C2\C(=O)NC(=O)N(Cc3ccco3)C2=O)c(C)n1-c1ccc(O)cc1	-3%	-31	?	-4%	-13	3%[11.5 µM]	22%	10	-4	?
COc1cccc(-c2cc(C(F)(F)F)n3nc(C(=O)N4CCC5(CC4)OCCO5)cc3n2)c1	0%	17	8%	-21%	-5	-1%	14%	-5	6	34%[activator]
CC(=O)c1cc(C(C)=O)c(C)[n+](C)c1C	2%	2	1%	19%	6	-1%	.	-4	0	12%
